# From PubChem BioAssay
# inhibitors of VEEV: inhibitors of VEEV TC-83 cytopathic effect, confirmation, Vero cells (AID 588727); Vero cells, VEEV TC-83 cytopathic effect inhibition; higher % means a stronger effect; one-dose inhibition, % at 20 µM; IC50 in µM for titrated hits; 0.13% of 350,000 active; in the data active = a potency from the dose series; inconclusive = inhibition mostly from about 14% at the one dose, without a potency; inactive = the rest, 99 in 100 with inhibition below about 12%; also: strong numbers were not always called active
# H1N1 NS1A inhibition: H1N1 influenza NS1A inhibitors, functional cell based assay (AID 504329); 0.3% of 340,000 active; NS1A functional cell-based assay, percent inhibition; higher % means a stronger effect; one-dose inhibition, % at 12.5 µM; IC50 in µM for titrated hits; in the data active = a potency from the dose series; inconclusive = inhibition above about 27% without an active follow-up result; also: strong numbers were not always called active
# Salmonella PhoP GFP: PhoP regulon inhibitors, Salmonella typhi PhoP promoter GFP reporter, confirmatory (AID 1850); inhibition, % at 50 µM, or IC50 in µM where a hit was titrated; 0.33% of 310,000 active; Salmonella Typhi PhoP-promoter GFP reporter, fluorescence, 4 h; higher % means a stronger effect; in the data active = a potency from the dose series; inconclusive = inhibition mostly from about 25% at the one dose, without a potency; inactive = the rest, 99 in 100 with inhibition below about 19%;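 also: 0% = induced wells with vehicle and 100% = uninduced wells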
# M. tuberculosis HTS: M. tuberculosis growth inhibition, HTS (AID 449762). M. tuberculosis H37Rv growth inhibition, 7H9 media; higher % means a stronger effect. one-dose inhibition, % at 25 µM; IC50 in µM for titrated hits. 0.59% of 330,000 active; in the data active = a potency from the dose series; inconclusive = inhibition above about 70% without an active follow-up result;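 also: bacterial growth assessed after seven days of incubation; strong numbers were not always called active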
# M. tuberculosis: growth inhibition of non-replicating M. tuberculosis (AID 488890); Mycobacterium tuberculosis non-replicating, growth inhibition; higher % means a stronger effect; inhibition, % at 25 µM; hits with a dose series show IC50 in µM; 0.39% of 320,000 active; in the data active = a potency from the dose series; inconclusive = inhibition mostly from about 82% at the one dose, without a potency; inactive = the rest, 99 in 100 with inhibition below about 76%;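 also: plate controls were DMSO cells for no effect and high antibiotic wells for full effect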
# inhibitors of VEEV 10K pilot screen: recorded beside inhibitors of VEEV, whose call it bears; inhibition, %; measured here: 10K pilot screen inhibition
# Numbers without * were called inactive; i = inactive; ? = inconclusive; . = no result given.
# Start of the data: the first 4 records as a preview:
SMILES,inhibitors of VEEV,H1N1 NS1A inhibition,Salmonella PhoP GFP,M. tuberculosis HTS,M. tuberculosis,others
COc1ccc(C(C)=O)cc1COc1ccc(-n2cnnn2)cc1,0.1%,-22.0%,-5.4%,2.0%,12.0%,
O=C(NCCCn1ccnc1)/C(=C\c1cccnc1)NC(=O)c1cccc(Br)c1,0.9%,10.0%,0.3%,-5.5%,-19.1%,
CN1CCN(c2nc3c(c(=O)n(C)c(=O)n3C)n2CC(=O)C23CC4CC(CC(C4)C2)C3)CC1,0.1%,-1.7%,0.9%,3.2%,18.8%,
O=C(c1ccccc1)N1CCc2ccccc21,i,2.7%,-11.4%,2.9%,-15.1%,

# The list itself, repeating the preview:
SMILES,inhibitors of VEEV,H1N1 NS1A inhibition,Salmonella PhoP GFP,M. tuberculosis HTS,M. tuberculosis,others
COc1ccc(C(C)=O)cc1COc1ccc(-n2cnnn2)cc1,0.1%,-22.0%,-5.4%,2.0%,12.0%,
O=C(NCCCn1ccnc1)/C(=C\c1cccnc1)NC(=O)c1cccc(Br)c1,0.9%,10.0%,0.3%,-5.5%,-19.1%,
CN1CCN(c2nc3c(c(=O)n(C)c(=O)n3C)n2CC(=O)C23CC4CC(CC(C4)C2)C3)CC1,0.1%,-1.7%,0.9%,3.2%,18.8%,
O=C(c1ccccc1)N1CCc2ccccc21,i,2.7%,-11.4%,2.9%,-15.1%,
CCOC(=O)c1csc(NC(=O)CSc2nnnn2CC)n1,4.7%,-2.5%,-1.1%,1.2%,6.0%,
NS(=O)(=O)c1ccc(N=Nc2c(O)ccc3ccccc23)cc1,5.0%,7.0%,8.8%,2.9%,-2.8%,
Cc1nc2sc3c(c2c(=O)n1N)CCC3,10.4%,-3.8%,7.4%,1.6%,-9.9%,
CCC1(C(=O)OC)NC(c2ccco2)C2C(=O)N(c3ccccc3)C(=O)C21 (configuration not stated),i,-12.1%,-10.5%,-7.3%,-2.3%,
CCNC(=S)Nc1cccc(F)c1C,1.2%,.,13.3%,-5.2%,-7.7%,
CC1=[N+]([O-])C(C)(C)C(C)N(O)C1=O (configuration not stated),1.0%,12.7%,1.5%,-3.3%,0.6%,
CN(C)S(=O)(=O)c1ccc(Cl)c(C(=O)OCC(=O)NNC(=O)c2cccs2)c1,0.8%,-3.4%,.,6.6%,4.5%,
O=C(CC1C(=O)NCCN1Cc1cccc(C(F)(F)F)c1)NC1CCCCCC1 (configuration not stated),6.4%,-5.3%,-2.5%,-16.2%,14.5%,
O=C(Nc1ccon1)c1nc[nH]c1C(=O)N1CCN(c2ccccc2)CC1,0.6%,-4.2%,.,6.8%,.,
O=C(CSc1ncnc2c1oc1ccccc12)NCC1CCCO1 (configuration not stated),i,-7.1%,18.8%,-3.2%,-10.6%,
CC1CN(c2oc(-c3ccco3)nc2C#N)CC(C)O1 (configuration not stated),8.3%,-10.8%,6.8%,-0.9%,-4.9%,
CCn1c(=O)c2cc(C(=O)NCCOC)sc2c2ccccc21,6.9%,-1.2%,2.4%,2.1%,-19.5%,
N#Cc1ccccc1OCC(=O)OCC(=O)NC1CC1,1.0%,-9.2%,.,-1.5%,15.1%,
CCOc1ccc2nc(SCC(=O)NCc3ccccc3)[nH]c2c1,0.8%,-2.4%,-5.4%,5.4%,71.8%,
Cc1ccc2nc(N3C(=O)C(O)=C(C(=O)c4cc5ccccc5o4)C3c3cccs3)sc2c1 (configuration not stated),5.9%,-8.2%,-12.3%,-2.0%,?,
CCOC(=O)C1C(=O)CC(C)(O)C(C(=O)OCC)C1c1cccc(OC(F)(F)C(F)F)c1 (configuration not stated),4.9%,-8.8%,-9.7%,60.0%,8.2%,
CC(C)CCNC(=O)c1c(N)n(Cc2ccc3c(c2)OCO3)c2nc3ccccc3nc12,10.3%,-12.4%,-17.3%,4.1%,8.5%,
O=C(O)c1cc(NS(=O)(=O)c2ccc(N3CCOCC3)c([N+](=O)[O-])c2)cc(C(=O)O)c1,2.0%,0.7%,0.4%,-0.1%,4.1%,
c1ccc(-n2c(-c3ccco3)nnc2-c2ccco2)cc1,1.0%,-0.6%,4.6%,-4.3%,.,
CCOC(=O)N1CCN(C(=O)c2oc3ccc(S(=O)(=O)N4CCOCC4)cc3c2C)CC1,5.6%,-19.7%,1.2%,1.4%,-0.3%,
Cc1cc(NC(=O)CSc2nnc(-c3cccnc3)n2C)no1,1.9%,3.3%,1.0%,1.7%,-4.9%,
CCCCCCCc1nc2nc(C)c(Br)c(=O)n2[nH]1,0.3%,6.9%,3.0%,8.3%,78.5%,
O=C(CCC(=O)c1cccs1)Nc1ccc(N2CCCCC2)cc1,0.8%,-8.6%,15.1%,-2.5%,26.5%,
NC(=O)c1cc([N+](=O)[O-])c(Cl)cc1NCc1ccncc1,0.5%,-1.9%,-6.3%,-11.4%,5.0%,
O=C(CSc1nc(NS(=O)(=O)c2ccccc2)cc(=O)[nH]1)Nc1ccccc1Cl,1.2%,-1.4%,.,.,.,
Cc1noc(NS(=O)(=O)c2ccc(NC(=O)/C=C/c3ccc(C(C)C)cc3)cc2)c1C,i,-1.5%,-8.9%,-12.3%,66.9%,
C=C(C)COc1ccc(-c2ncncc2-c2ccccc2)c(O)c1,1.5%,2.0%,6.2%,-2.7%,-7.9%,
O=C(N/N=C/c1ccc([N+](=O)[O-])cc1)C(=O)N1CCCC1,i,-5.2%,18.9%,4.6%,0.0%,
O=C(/C=C/c1ccco1)Nc1cccc(NC(=O)/C=C/c2ccco2)n1,9.5%,-3.5%,-6.5%,-0.3%,28.4%,
CCCn1c2ccccc2c2cnn(CC(=O)N3CCN(C4CCCCC4)CC3)c(=O)c21,2.0%,-0.9%,5.7%,2.7%,6.4%,
COc1ccc(C(=O)NC2CCc3ccccc32)cc1OC1CCN(C(C)=O)CC1 (configuration not stated),7.8%,-1.9%,-5.8%,-4.8%,0.6%,
CN(C)S(=O)(=O)c1cccc(COC(=O)CN2CCCCCC2=O)c1,0.3%,-3.0%,3.9%,2.7%,9.4%,
CCn1cc(C(=O)NCc2ccc(Cl)cc2)c(=O)c2cc(S(=O)(=O)N(C)C)ccc21,1.9%,-2.2%,3.9%,-0.4%,-2.8%,
CSc1nnnn1-c1c(C)cc(C)cc1C,i,7.6%,1.1%,1.9%,-6.8%,
CCOC(=O)N1CCN(C(=S)NC(=O)c2cc(Br)ccc2Cl)CC1,0.3%,-6.3%,2.6%,27.3%,6.0%,
COc1ccccc1CCC(=O)OCC(=O)Nc1cc(C)nn1-c1ccccc1,2.6%,-9.7%,-2.4%,6.2%,-4.8%,
N#Cc1c(/N=C/c2cccs2)sc2c1CCCCC2,5.7%,10.9%,28.8%,-0.2%,13.0%,
NC(=NC(=O)c1ccccc1)N1CCN(C(c2ccccc2)c2ccccc2)CC1,28.1%,-20.8%,5.1%,-5.6%,-7.0%,
CN(Cc1ccccc1)C(=O)c1ccc(NC(=O)Cc2cccc(NC(=O)C3CCCN(C(=O)CCc4ccccc4)C3)c2)cc1 (configuration not stated),0.4%,-5.5%,.,-10.9%,32.4%,inhibitors of VEEV 10K pilot screen=0.8
CC(=O)Nc1ccc2c(c1)C(N1CC3CCC(CC3)C1)c1ccccc1-2 (configuration not stated),3.1%,4.6%,.,.,.,
CC(OC(=O)c1ccc(NC(=O)CC#N)cc1)C(=O)Nc1ccc(Oc2ccccc2)cc1 (configuration not stated),1.9%,1.2%,-5.0%,36.4%,13.0%,
O=C(CN1CCN(Cc2ccc(Cl)cc2)CC1)N/N=C/c1ccncc1,1.3%,5.4%,-3.7%,-13.9%,-7.6%,
Cc1nc2nc(SCC(=O)NCc3ccco3)nn2c(C)c1Cc1c(F)cccc1Cl,2.1%,-3.7%,-14.1%,-9.5%,20.7%,inhibitors of VEEV 10K pilot screen=0.0
COCCCN1CN=C(NS(=O)(=O)c2ccc(C)cc2)NC1,0.2%,-15.2%,-12.8%,-10.9%,1.0%,
CN1C(=O)N(C)C(=O)C2(Cc3cc([N+](=O)[O-])ccc3N(C)C2)C1=O,4.5%,-3.6%,9.6%,-1.0%,-7.4%,
Cc1ccc(NC(=O)C2CCN(S(=O)(=O)c3c(C)noc3/C=C/c3ccco3)CC2)nc1,2.4%,-3.0%,-2.4%,-27.5%,2.7%,
CN1CCN(CC(=O)Nc2ccc([N+](=O)[O-])cc2Br)CC1,i,-3.9%,-0.3%,4.8%,6.7%,
CCc1nc(NCc2ccc3c(c2)OCO3)c2oc3ccccc3c2n1,1.6%,-1.7%,-6.3%,?,78.8%,
CC(C)NC(=O)c1cc2c(-c3ccc(Cl)cc3)nn(C)c2s1,0.8%,-2.3%,-11.8%,-3.3%,.,
Cc1cc(C)nc(/N=C(\NC(=O)C(C)(C)C)Nc2ccccc2)n1,i,-24.8%,-3.4%,3.4%,-0.6%,
O=C(CSc1n[nH]c(-c2cccnc2)n1)Nc1ccc(Br)cc1,0.9%,0.6%,9.1%,-6.2%,16.8%,
CCN(CC)S(=O)(=O)c1ccc(C(=O)OCn2nnc3ccccc3c2=O)cc1,1.8%,-3.6%,-1.8%,?,i,
O=C(NCC1CCCO1)C(c1cccs1)N(Cc1cccs1)C(=O)Cn1nnc(-c2cccs2)n1 (configuration not stated),i,3.8%,-1.6%,-15.7%,14.5%,
Cn1c(=O)cc(N)n(Cc2ccccc2)c1=O,i,6.7%,-5.0%,-2.2%,-16.0%,
Cc1nc(N2CCOCC2)c2c(C)c(C(=O)Nc3ccc(F)cc3F)sc2n1,1.9%,-5.9%,13.5%,7.5%,23.1%,
CC(C)(C(=O)c1ccccc1)/[N+]([O-])=C/c1ccccc1,i,-3.0%,-10.7%,-2.1%,44.7%,

# (more compounds)
SMILES,inhibitors of VEEV,H1N1 NS1A inhibition,Salmonella PhoP GFP,M. tuberculosis HTS,M. tuberculosis,others
CCC(O)(CCN1CCCCC1)c1ccccc1 (configuration not stated),0.3%,-5.5%,-3.8%,-8.5%,-3.5%,
CN1CCN(CCCNC(=O)c2ccc(Cn3c(=S)[nH]c4ccc(Br)cc4c3=O)cc2)CC1,0.8%,12.9%,1.6%,?,34.1%,
COC(=O)c1ccc(C(c2c(N)n(Cc3ccccc3)c(=O)n(C)c2=O)N2CCOCC2)cc1 (configuration not stated),6.1%,12.2%,-6.9%,-4.8%,9.0%,
CCC(Sc1ccc(Cl)cc1)C(=O)Nc1nnc(-c2cccc([N+](=O)[O-])c2)s1 (configuration not stated),5.0%,-11.2%,-0.8%,-8.3%,15.8%,
CC(=O)c1sc(NC(=O)c2cc(S(=O)(=O)N3CCOCC3)ccc2F)nc1C,i,-13.7%,.,-6.4%,-16.1%,
Cc1cccc(-c2n[nH]c(S(C)(=O)=O)c2C#N)c1,2.1%,-0.1%,2.1%,5.8%,18.8%,
CC(C)(C)NC(=O)COC(=O)Cc1ccc(Cl)cc1,i,-8.8%,16.7%,-1.4%,62.9%,
C=CCN(C(=O)C1CC(=O)N(C2CCCC2)C1)c1nc(-c2ccc(S(C)(=O)=O)cc2)cs1 (configuration not stated),8.8%,-1.5%,.,24.9%,37.1%,
COc1cc(NC(=O)c2ccc(COCC(F)(F)F)cc2)cc(OC)c1OC,3.9%,3.0%,-4.7%,6.8%,1.4%,
C=CC1=C(C(=O)O)N2C(=O)C(NC(=O)Cc3ccccc3)C2SC1 (configuration not stated),i,-18.3%,-6.0%,-8.9%,-7.4%,
COc1ccc(C2=CC(=O)CC(c3ccc(F)cc3)C2)cc1 (configuration not stated),0.6%,0.7%,-6.5%,?,37.2%,
Cc1ccc(C)c(NC(=S)NNC(=S)Nc2ccc(C(C)C)cc2)c1,3.1%,19.7%,1.6%,4.4%,75.6%,
O=C(CN1CCCCC1)NCCNC(=O)CN1CCCCC1,i,8.0%,-10.7%,-13.4%,-6.0%,
O=C(CN1C2=NCCCN2c2ccccc21)c1ccc(Br)s1,1.1%,-2.1%,147µM*,3.8%,11.2%,
Cn1c(=O)[nH]c(=O)c2c1nc(CN1CCN(c3ccccc3F)CC1)n2CCc1ccccc1,0.2%,2.5%,-8.0%,-1.4%,6.2%,
Cc1nc2c(nnn2Cc2ccccc2Cl)c(=O)[nH]1,0.2%,-1.5%,3.4%,-4.7%,-1.5%,
CCC(=O)N1CCc2cc(S(=O)(=O)NCCC(=O)NCc3ccccc3Cl)ccc21,1.3%,-3.7%,9.5%,3.2%,4.9%,
CC(/C=N/NC(=O)c1ccc(Cn2cc([N+](=O)[O-])cn2)o1)=C\c1ccccc1,1.0%,30.4%,-9.3%,-5.1%,-6.0%,
COC(=O)C(C)Oc1ccc(Cc2ncc(C(F)(F)F)cc2Cl)cc1 (configuration not stated),0.6%,-11.9%,11.4%,2.43µM*,?,
CCOc1ccc(C2NC(=O)NC(C)=C2C(=O)OCc2ccccc2)cc1 (configuration not stated),1.1%,-2.4%,-4.6%,8.8%,23.2%,
